tuberculosis growth: growth inhibition of non-replicating M. tuberculosis (AID 488890); Mycobacterium tuberculosis non-replicating, growth inhibition; higher % means a stronger effect; inhibition, % at 25 µM; hits with a dose series show IC50 in µM; hit rate 0.39% among 320,000; in the data active means a potency from the dose series; inconclusive means inhibition mostly from about 82% at the one dose, without a potency; inactive means the rest, 99 in 100 with inhibition below about 76%;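 further: plate controls were DMSO cells for no effect and high antibiotic wells for full effect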
H1N1 NS1A inhibition: H1N1 influenza NS1A inhibitors, functional cell based assay (AID 504329); NS1A functional cell-based assay, percent inhibition; higher % means a stronger effect; one-dose inhibition, % at 12.5 µM; IC50 in µM for titrated hits; hit rate 0.3% among 340,000; in the data active means a potency from the dose series; inconclusive means inhibition above about 27% without an active follow-up result; further: strong numbers were not always called active
Salmonella PhoP GFP: PhoP regulon inhibitors, Salmonella typhi PhoP promoter GFP reporter, confirmatory (AID 1850). Salmonella Typhi PhoP-promoter GFP reporter, fluorescence, 4 h; higher % means a stronger effect. inhibition, % at 50 µM; hits with a dose series show IC50 in µM. hit rate 0.33% among 310,000; in the data active means a potency from the dose series; inconclusive means inhibition mostly from about 25% at the one dose, without a potency; inactive means the rest, 99 in 100 with inhibition below about 19%;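 further: 0% = induced wells with vehicle and 100% = uninduced wells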
H37Rv inhibition: M. tuberculosis growth inhibition, HTS (AID 449762). M. tuberculosis H37Rv growth inhibition, 7H9 media; higher % means a stronger effect. inhibition, % at 25 µM, or IC50 in µM where a hit was titrated. hit rate 0.59% among 330,000; in the data active means a potency from the dose series; inconclusive means inhibition above about 70% without an active follow-up result;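 further: bacterial growth assessed after seven days of incubation; strong numbers were not always called active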
VEEV TC-83 Vero: inhibitors of VEEV TC-83 cytopathic effect, confirmation, Vero cells (AID 588727); Vero cells, VEEV TC-83 cytopathic effect inhibition; higher % means a stronger effect; one-dose inhibition, % at 20 µM; IC50 in µM for titrated hits; hit rate 0.13% among 350,000; in the data active means a potency from the dose series; inconclusive means inhibition mostly from about 14% at the one dose, without a potency; inactive means the rest, 99 in 100 with inhibition below about 12%; further: strong numbers were not always called active
The depositor's hits bear a star. No enrichment for hits (roughly 1.5% active in at least one column).

For C=CCc1ccccc1OCC(O)CN1C(=O)c2ccccc2C1=O (stereo unspecified) the results were tuberculosis growth -13%, H1N1 NS1A inhibition 2%, Salmonella PhoP GFP 3%, H37Rv inhibition 3% and VEEV TC-83 Vero 0.9%.
O=C(N/N=C/c1ccc[nH]1)c1ccc(COc2cccc3cccnc23)cc1 was read as tuberculosis growth -12%, H1N1 NS1A inhibition 11%, Salmonella PhoP GFP 4%, H37Rv inhibition -4% and VEEV TC-83 Vero inconclusive.
Screening Cc1nc2ccccc2c(=O)[nH]1 returned tuberculosis growth -15%, H1N1 NS1A inhibition 8%, Salmonella PhoP GFP -5%, H37Rv inhibition -2% and VEEV TC-83 Vero 6.8%.
COc1ccccc1C1OCC(C)([N+](=O)[O-])CO1 (stereo unspecified) was read as H1N1 NS1A inhibition 1% and VEEV TC-83 Vero 0.4%.
Screening Cc1c(NC(=O)/C(C#N)=C/c2ccc(-c3ccc(Cl)cc3)o2)c(=O)n(-c2ccccc2)n1C returned tuberculosis growth inconclusive, H1N1 NS1A inhibition 7%, Salmonella PhoP GFP -4%, H37Rv inhibition inconclusive and VEEV TC-83 Vero 2.6%.
For Cc1cc(C)n2c3c(c(C#N)c2n1)CC(C)(C)OC3 the results were tuberculosis growth -5%, H1N1 NS1A inhibition -3%, Salmonella PhoP GFP -1%, H37Rv inhibition -4% and VEEV TC-83 Vero 0.7%.
For COc1ccc(C2CC(=O)c3c(O)cc(O)cc3O2)cc1O (stereo unspecified) the results were H1N1 NS1A inhibition 5% and VEEV TC-83 Vero 2.8%.
For NC(=O)c1nsc(C(=O)N(CC(=O)NCc2ccc3c(c2)OCO3)C2CCCCC2)c1N the results were tuberculosis growth 24%, H1N1 NS1A inhibition -2%, Salmonella PhoP GFP 10%, H37Rv inhibition -1% and VEEV TC-83 Vero 8.9%.
Screening CCOC(=O)Cc1csc(NC(=O)CCCc2ccccc2)n1 returned tuberculosis growth -4%, H1N1 NS1A inhibition -3%, Salmonella PhoP GFP -3%, H37Rv inhibition -6% and VEEV TC-83 Vero 0.4%.
CCOC(=O)C(NC(C)=O)(Nc1ccc(S(=O)(=O)Nc2cc(C)nc(C)n2)cc1)C(F)(F)F (stereo unspecified) was read as tuberculosis growth 51%, H1N1 NS1A inhibition -4%, Salmonella PhoP GFP 17%, H37Rv inhibition -11% and VEEV TC-83 Vero 0.6%.
`COc1cccc(-c2nnc(NC(=O)c3ccc(S(=O)(=O)N4CCOCC4)cc3)o2)c1` gave tuberculosis growth inactive, H1N1 NS1A inhibition 23%, Salmonella PhoP GFP 7%, H37Rv inhibition 24µM* and VEEV TC-83 Vero 13%.
Screening Nc1[nH]c(=S)[nH]c(=O)c1-c1ccccc1 returned tuberculosis growth 13%, H1N1 NS1A inhibition 0%, Salmonella PhoP GFP 0%, H37Rv inhibition -12% and VEEV TC-83 Vero 3.7%.
`Nc1cccc(-c2nc3ncccc3o2)c1` gave tuberculosis growth -1%, H1N1 NS1A inhibition -5%, Salmonella PhoP GFP -9%, H37Rv inhibition -6% and VEEV TC-83 Vero 1.8%.
For Cc1ccccc1N1C(=O)N(c2cccc(C(F)(F)F)c2)C2CS(=O)(=O)CC21 (stereo unspecified) the results were tuberculosis growth 1%, H1N1 NS1A inhibition 11%, Salmonella PhoP GFP -7%, H37Rv inhibition -8% and VEEV TC-83 Vero 1.4%.
For CCCCCN(C(=O)CCC(=O)OCCOc1ccc(OCC)cc1)c1c(N)n(CCCC)c(=O)[nH]c1=O the results were tuberculosis growth 28%, H1N1 NS1A inhibition 2%, Salmonella PhoP GFP 10%, H37Rv inhibition 24% and VEEV TC-83 Vero 3.2%.
For Cc1ccc(C=Nc2ccc(N(C)C)cc2)o1 the results were tuberculosis growth 68%, H1N1 NS1A inhibition 22%, Salmonella PhoP GFP -8%, H37Rv inhibition 8% and VEEV TC-83 Vero 2.0%.
Cc1ccc(NC(=O)c2cc(N3C(=O)C=CC3=O)ccc2N2CCOCC2)cc1Cl was read as tuberculosis growth 33%, H1N1 NS1A inhibition -5%, Salmonella PhoP GFP 1%, H37Rv inhibition -8% and VEEV TC-83 Vero 2.9%.
For O=C(CCSc1ccccc1)NCCN1CCOCC1 the results were tuberculosis growth 4%, H1N1 NS1A inhibition -25%, Salmonella PhoP GFP 7%, H37Rv inhibition 1% and VEEV TC-83 Vero 1.5%.
Screening Cc1ccc(S(=O)(=O)N2CCC(C(=O)OCC(=O)NCc3cccc(Cl)c3)CC2)cc1C returned tuberculosis growth 26%, H1N1 NS1A inhibition 0%, H37Rv inhibition 3% and VEEV TC-83 Vero 2.2%.
CCOc1ccc(N(CC(=O)NC(C)(C)C)S(=O)(=O)c2c(C)noc2C)cc1 was read as H1N1 NS1A inhibition 1%, Salmonella PhoP GFP -5%, H37Rv inhibition -3% and VEEV TC-83 Vero 1.5%.

Sorted by length of the SMILES (largest number first): six of the compounds above
Screening Cc1c(NC(=O)/C(C#N)=C/c2ccc(-c3ccc(Cl)cc3)o2)c(=O)n(-c2ccccc2)n1C returned tuberculosis growth inconclusive, H1N1 NS1A inhibition 7%, Salmonella PhoP GFP -4%, H37Rv inhibition inconclusive and VEEV TC-83 Vero 2.6%.
Screening Cc1ccc(S(=O)(=O)N2CCC(C(=O)OCC(=O)NCc3cccc(Cl)c3)CC2)cc1C returned tuberculosis growth 26%, H1N1 NS1A inhibition 0%, H37Rv inhibition 3% and VEEV TC-83 Vero 2.2%.
CCOc1ccc(N(CC(=O)NC(C)(C)C)S(=O)(=O)c2c(C)noc2C)cc1 was read as H1N1 NS1A inhibition 1%, Salmonella PhoP GFP -5%, H37Rv inhibition -3% and VEEV TC-83 Vero 1.5%.
For C=CCc1ccccc1OCC(O)CN1C(=O)c2ccccc2C1=O (stereo unspecified) the results were tuberculosis growth -13%, H1N1 NS1A inhibition 2%, Salmonella PhoP GFP 3%, H37Rv inhibition 3% and VEEV TC-83 Vero 0.9%.
For O=C(CCSc1ccccc1)NCCN1CCOCC1 the results were tuberculosis growth 4%, H1N1 NS1A inhibition -25%, Salmonella PhoP GFP 7%, H37Rv inhibition 1% and VEEV TC-83 Vero 1.5%.
Screening Cc1nc2ccccc2c(=O)[nH]1 returned tuberculosis growth -15%, H1N1 NS1A inhibition 8%, Salmonella PhoP GFP -5%, H37Rv inhibition -2% and VEEV TC-83 Vero 6.8%.

More records
CCC(NC(=O)c1ccccc1Br)c1ccccc1 (stereo unspecified) was read as tuberculosis growth -19%, H1N1 NS1A inhibition -10%, Salmonella PhoP GFP 8%, H37Rv inhibition 1% and VEEV TC-83 Vero inactive.
For O=C(N/N=C\c1ccc(F)cc1)c1cc(OCC(F)(F)F)ccc1OCC(F)(F)F the results were tuberculosis growth -3%, H1N1 NS1A inhibition -3%, Salmonella PhoP GFP -2%, H37Rv inhibition 9% and VEEV TC-83 Vero inactive.
`COc1ccccc1C(C)NC(=O)CCNC(=O)c1ccc(Cl)cc1` (stereo unspecified) gave tuberculosis growth 13%, H1N1 NS1A inhibition -7%, H37Rv inhibition -4% and VEEV TC-83 Vero 1.0%.
Screening O=C(Nc1ccc(F)cc1)N1CCN2C(=O)c3ccccc3C12c1ccccc1 (stereo unspecified) returned tuberculosis growth 37%, H1N1 NS1A inhibition 7%, Salmonella PhoP GFP -5%, H37Rv inhibition -2% and VEEV TC-83 Vero 2.5%.
CCOC(=O)C1(CCCc2ccccc2)CCN(C(=O)CCCn2cncn2)CC1 was read as tuberculosis growth 11%, H1N1 NS1A inhibition -7%, Salmonella PhoP GFP -2%, H37Rv inhibition -4% and VEEV TC-83 Vero inactive.
C=C(C)CSc1[nH]c(=O)cc(C)c1C#N was read as tuberculosis growth 14%, Salmonella PhoP GFP -7%, H37Rv inhibition -5% and VEEV TC-83 Vero 2.3%.
Screening COc1cccc(NC(=O)CSc2nc3c(sc4ccccc43)c(=O)n2CCCN2CCCC2)c1 returned tuberculosis growth inconclusive, H1N1 NS1A inhibition 10%, Salmonella PhoP GFP -1%, H37Rv inhibition 64% and VEEV TC-83 Vero inactive.
For CC1(CCO)C(=O)NC(=S)NC1=O the results were H1N1 NS1A inhibition -16% and VEEV TC-83 Vero 1.0%.
For CCOc1ccc(CC(=O)Nc2c(C(N)=O)oc3ccccc23)cc1OCC the results were tuberculosis growth 0%, H1N1 NS1A inhibition 14%, Salmonella PhoP GFP -2%, H37Rv inhibition 3% and VEEV TC-83 Vero 0.8%.
`COc1ccc(OC)c(Cc2nnc(CCC(=O)NC3CCCCC3)o2)c1` gave tuberculosis growth 0%, H1N1 NS1A inhibition -6%, Salmonella PhoP GFP 4%, H37Rv inhibition -11% and VEEV TC-83 Vero 0.8%.
`O=C(CO)N/N=C/c1c2ccccc2cc2ccccc12` gave tuberculosis growth 11%, H1N1 NS1A inhibition 0%, Salmonella PhoP GFP 13%, H37Rv inhibition 29% and VEEV TC-83 Vero 0.1%.
For COc1cccc(-c2cc(C(=O)NCc3ccco3)no2)c1 the results were tuberculosis growth 72%, H1N1 NS1A inhibition 7%, Salmonella PhoP GFP 11%, H37Rv inhibition 0% and VEEV TC-83 Vero inactive.
`CC(Sc1nc(-c2ccc(F)cc2)cs1)C(=O)N1c2ccccc2CC1C` (stereo unspecified) gave tuberculosis growth 20%, H1N1 NS1A inhibition -10%, Salmonella PhoP GFP -6%, H37Rv inhibition -4% and VEEV TC-83 Vero 0.0%.
Screening COc1cc(C(=O)N2CCC(n3c(C)nc4cc(F)ccc43)CC2)cc(OC)c1OC returned tuberculosis growth 21%, H1N1 NS1A inhibition 2%, Salmonella PhoP GFP -16%, H37Rv inhibition -8% and VEEV TC-83 Vero 5.9%.
For Cc1c(NC(=O)c2ccc([N+](=O)[O-])o2)cccc1-c1nc2ncccc2o1 the results were tuberculosis growth inconclusive, H1N1 NS1A inhibition 5%, Salmonella PhoP GFP -27%, H37Rv inhibition 8.4µM* and VEEV TC-83 Vero 5.3%.
For O=C(Nc1cccc(C(F)(F)F)c1)c1cccnc1N1CCCC1 the results were tuberculosis growth 15%, H1N1 NS1A inhibition 7%, Salmonella PhoP GFP -2%, H37Rv inhibition 1% and VEEV TC-83 Vero 2.6%.
For COc1ccc2[nH]c(=O)c(CN(Cc3cccs3)S(=O)(=O)c3c(C)ccc4nsnc34)cc2c1 the results were tuberculosis growth 28%, H1N1 NS1A inhibition 1%, Salmonella PhoP GFP -6%, H37Rv inhibition 4% and VEEV TC-83 Vero 1.8%.
O=S(=O)(c1cccs1)N1CN(CC2CCCO2)c2nc3ccccc3nc21 (stereo unspecified) was read as tuberculosis growth 5%, H1N1 NS1A inhibition -5%, Salmonella PhoP GFP -3%, H37Rv inhibition 8% and VEEV TC-83 Vero 0.7%.
COc1ccc(-n2c(COc3ccccc3)nnc2SCc2ccc(C#N)cc2)cc1 was read as tuberculosis growth -1%, H1N1 NS1A inhibition 1%, Salmonella PhoP GFP 1%, H37Rv inhibition 3% and VEEV TC-83 Vero inactive.
NC(=O)CC(NC(=O)Cc1cccc2ccccc12)c1ccc(NC2CCCC2)c([N+](=O)[O-])c1 (stereo unspecified) was read as H1N1 NS1A inhibition -7% and VEEV TC-83 Vero inactive.
Screening CCOCCn1cnc2sc(C(=O)Nc3nc(C)c(C(=O)OCC)s3)c(C)c2c1=O returned tuberculosis growth 18%, Salmonella PhoP GFP 1% and H37Rv inhibition 2%.
Screening Nc1c(C(=O)NCC2CCCO2)c2nc3ccccc3nc2n1/N=C/c1ccncc1 (stereo unspecified) returned H1N1 NS1A inhibition 13% and VEEV TC-83 Vero 8.5%.
For COc1ccc2c(c1OC)C(=O)OC2Nc1nc(-c2ccc([N+](=O)[O-])cc2)cs1 (stereo unspecified) the results were tuberculosis growth 7%, H1N1 NS1A inhibition -22%, Salmonella PhoP GFP -18%, H37Rv inhibition 53% and VEEV TC-83 Vero 2.5%.
Screening O=C(Nc1cnn(Cc2ccccc2)c1)NC12CC3CC(CC(C3)C1)C2 returned tuberculosis growth 47%, H1N1 NS1A inhibition 8%, Salmonella PhoP GFP 0%, H37Rv inhibition inconclusive and VEEV TC-83 Vero 1.4%.
For CCN(CC)c1nc(OC)nc(-n2nnc(C(C)=O)c2C)n1 the results were tuberculosis growth -17%, H1N1 NS1A inhibition 9%, Salmonella PhoP GFP -11%, H37Rv inhibition 2% and VEEV TC-83 Vero 2.2%.
Screening COC(=O)c1cc(C(=O)OCC(=O)NC(=O)c2ccccc2)cc([N+](=O)[O-])c1 returned tuberculosis growth 6%, H1N1 NS1A inhibition -13%, Salmonella PhoP GFP 1%, H37Rv inhibition 0% and VEEV TC-83 Vero 1.7%.

Assay outcomes: PubChem BioAssay, Southern Research Specialized Biocontainment Screening Center
